MBNL1-CUG inh – blocks human MBNL1 binding to CUG repeat RNA | TR-FRET MBNL1-His/biotin-(CUG)12 binding, 665/545 ratio | Q9NR56 | Potency, µM (series often up to 57.5 µM), for inactives: at the top dose activity change, negative = inhibition, hits mostly inhibitors | hit rate 0.036% among 280,000; active means well fitted inhibition curve with a large enough effect in the signal ratio, with a control signal flat, not every such curve was filed as active; inconclusive means small, poorly fitted or top-dose-only effect, or effect the other way, or a change in a side signal; inactive means no such curve, though single readings can be large or run the other way; the % refers to the signal ratio; further: on the % scale 0 is the no-effect control and ±100 the full control effect
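Inhibition of protein-RNA binding appears as loss of TR-FRET between terbium anti-His antibody on MBNL1-His and streptavidin-XL665 on biotin-(CUG)12. Activity is normalized to buffer-only and uninhibited-complex controls.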
RORg inh – inhibitors of mouse ROR gamma transcriptional activity; hit rate 5.4% among 310,000; Potency, µM (series often up to 53.6 µM), without a hit: top-dose activity change, negative = inhibition, actives largely listed as inhibitors; P51450; AID 2551; Drosophila S2 Gal4-RORgamma UAS-luciferase reporter, 20 h; further: on the % scale 0 is the no-effect control and ±100 the full control effect; nearly all actives have a fitted effect of over 60% in size
Target sequence (P51450 whole entry, looked up, the tested form may be a part): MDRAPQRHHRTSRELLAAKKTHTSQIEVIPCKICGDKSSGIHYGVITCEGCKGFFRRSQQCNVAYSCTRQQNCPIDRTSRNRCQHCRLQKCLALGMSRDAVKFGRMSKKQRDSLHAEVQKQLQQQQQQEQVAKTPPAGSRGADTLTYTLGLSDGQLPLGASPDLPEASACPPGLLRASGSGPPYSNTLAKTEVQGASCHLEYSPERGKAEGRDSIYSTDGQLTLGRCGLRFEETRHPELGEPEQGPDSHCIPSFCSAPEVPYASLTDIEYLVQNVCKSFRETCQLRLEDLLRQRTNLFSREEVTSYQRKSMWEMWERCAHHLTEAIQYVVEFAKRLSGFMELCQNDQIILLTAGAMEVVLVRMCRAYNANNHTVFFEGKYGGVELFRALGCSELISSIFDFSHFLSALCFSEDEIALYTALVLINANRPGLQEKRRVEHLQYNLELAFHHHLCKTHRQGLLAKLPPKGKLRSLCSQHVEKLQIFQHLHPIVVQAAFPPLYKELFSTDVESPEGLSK
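In this cell-based reporter format, copper sulfate (700 uM final) drives Gal4–ROR gamma fusion expression from a metallothionein promoter in Drosophila Schneider cells; compounds preincubated 1 hr, reporter read after 20 hr at ambient temperature.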
VP16 counter – Gal4-VP16 reporter inhibition counter-screen | Drosophila S2 Gal4-VP16 UAS-luciferase, luminescence, 20 h | Potency, µM (series often up to 53.6 µM), for the others: at the highest dose activity, negative = inhibition, hits mostly inhibitors | hit rate 3.5% among 310,000;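 further: Gal4-VP16 expression switched on by copper sulfate through the metallothionein promoter; on the % scale 0 is the no-effect control and ±100 the full control effect; nearly all actives have a fitted effect of over 50% in size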
uPA generation – blocks generation of uPA at the cell surface; cell surface uPA generation assay, qHTS; Potency, µM (series often up to 38.3 µM), for inactives: at the top dose activity change, negative = inhibition, hits mostly inhibitors; hit rate 0.31% among 330,000; active means well fitted inhibition curve with a large enough effect; inconclusive means small, poorly fitted or top-dose-only effect; inactive means no such curve, though single readings can be large or run the other way; tested in mouse RAW 264.7 cells; further: on the % scale 0 is the no-effect control and ±100 the full control effect; nearly all actives have a fitted effect of over 55% in size
NPC1 promoter act – NPC1 promoter activation; Huh7 NPC1 promoter luciferase reporter, 24 h; Potency, µM (doses to about 9.22 µM), inactives show at the top dose activation, actives largely listed as activators; hit rate 2.4% among 320,000; AID 485313;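 further: % of control where 0% means no effect; nearly all actives have a fitted effect of over 60% in size; reporter is driven by a mutant NPC1 promoter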
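Luciferase expression driven by the NPC1 promoter was measured in stably transfected Huh7 cells after a 24 h compound incubation, using a luciferase reagent and a luminescence read.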
BRCA1 expr up – activators of BRCA1 expression. MCF7-BRCA1-FFLuc reporter, luminescence, 48 h; response scale: scaled: vehicle 0%, 10 µM genistein 100%. Potency, µM (doses to about 46.1 µM), without a hit: at the highest dose activation, usual class: activators. hit rate 1.1% among 380,000; further: nearly all actives have a fitted effect of over 80% in size; some results filed as inactive show a strong effect at the top dose
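Compounds are tested at multiple concentrations on MCF7 BRCA1-luciferase reporter cells seeded at 2000 per well; after 48 h, a single luminescence end-point is taken and curves fitted to the normalized data.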
p53 reactivation – restores transcriptional activity of mutant p53 | H1299 p53-A138V BP100-luciferase reporter, luminescence, 24 h | hit rate 0.063% among 320,000 | Potency, µM (series often up to 92.2 µM), for inactives: at the highest dose activity change, positive = activation, actives largely listed as activators | AID 504706; further: % of control where 0% means no effect; nearly all actives have a fitted effect of over 45% in size
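p53-null H1299 cells stably carrying temperature-sensitive p53-A138V and a BP100-luciferase reporter were pinned with compounds (4-point, 1:5 series) and held 24 hrs at 37 deg C. Luminescence was read 10 min after detection reagent.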
FLuc counter – inhibits or activates purified firefly luciferase, miR-21 counter-screen; P08659; purified FLuc, Km substrates, luminescence inhibition; Potency, µM (titrated, usually from 57.5 µM), for the others: at the highest dose activity change, negative = inhibition, actives largely listed as inhibitors; hit rate 6.9% among 360,000; AID 588342;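 further: plate controls were vehicle for no effect and reference inhibitor for full effect; nearly all actives have a fitted effect of over 55% in size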
Target sequence (P08659 whole entry, looked up): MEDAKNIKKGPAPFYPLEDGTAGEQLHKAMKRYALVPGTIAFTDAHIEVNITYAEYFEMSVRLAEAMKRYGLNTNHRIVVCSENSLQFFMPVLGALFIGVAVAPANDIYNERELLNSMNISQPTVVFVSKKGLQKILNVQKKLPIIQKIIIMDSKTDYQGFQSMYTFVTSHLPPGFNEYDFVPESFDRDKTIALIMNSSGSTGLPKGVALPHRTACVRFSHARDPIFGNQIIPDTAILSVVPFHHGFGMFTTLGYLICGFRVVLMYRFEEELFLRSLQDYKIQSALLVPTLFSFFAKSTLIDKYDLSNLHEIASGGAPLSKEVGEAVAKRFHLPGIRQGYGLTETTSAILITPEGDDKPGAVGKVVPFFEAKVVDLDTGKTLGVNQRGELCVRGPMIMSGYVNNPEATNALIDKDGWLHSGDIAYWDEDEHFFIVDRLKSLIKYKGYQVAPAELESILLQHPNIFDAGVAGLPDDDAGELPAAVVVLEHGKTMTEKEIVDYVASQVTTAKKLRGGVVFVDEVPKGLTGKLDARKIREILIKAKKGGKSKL
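Purified P. pyralis luciferase (10nM final) with 10uM D-luciferin and 10uM ATP (Km levels) in 50mM Tris acetate pH 7.5, 10mM Mg acetate, 0.01% Tween-20, 0.05% BSA; qHTS 6-point titration, ~60 µM downward; luminescence read.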
ELG1 genotoxic – induces genotoxicity in HEK293T cells with luciferase-tagged ELG1 | HEK293T ELG1-luciferase reporter, luminescence, 16 h | Potency, µM (series often up to 46 µM), for inactives: top-dose activity change, positive = activation, hits mostly activators | hit rate 1.3% among 330,000; further: % of control where 0% means no effect; nearly all actives have a fitted effect of over 60% in size
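After overnight (16 hr) compound treatment at 37 °C, ELG1-luciferase HEK293T cells were lysed with ONE-Glo; luminescence quantified 30 min later at room temperature.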
Rab9 promoter act – activators of Rab9 promoter | Huh7 Rab9 promoter-luciferase reporter, luminescence, 24 h | Potency, µM (doses to about 9.22 µM), without a hit: top-dose activation, negative = inhibition, actives largely listed as activators | hit rate 2.8% among 320,000; further: % of control where 0% means no effect; nearly all actives have a fitted effect of over 60% in size
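Stable Rab9-luc Huh7, 1500 cells/well, 2 h settle; cmpd in DMSO, 24 h, 37 °C/5% CO2; luciferase reagent 10 min RT; luminescence.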
Starred values were filed as active, the others as inactive; u = inconclusive; x = not tested or not shown; [ ] = dose if it differs, or a comment. Unless noted, the call rests on the fitted dose curve; in most records, active means well fitted curve in the direction sought with a large enough effect; inconclusive means small, poorly fitted or top-dose-only effect, or another doubt; inactive means no such curve, though single readings can be large; an effect the other way counts as inactive or inconclusive. Potency means the concentration at half of the fitted maximal effect.

SMILES	MBNL1-CUG inh	RORg inh	VP16 counter	uPA generation	NPC1 promoter act	BRCA1 expr up	p53 reactivation	FLuc counter	ELG1 genotoxic	Rab9 promoter act
C#CCOc1ccc(/C=C2/C(=O)NN(c3ccc(F)cc3)C2=O)cc1OC	1%	13%	5%	2%	-4%	5%	-6%	1.9µM*	4%	-4%
O=C(CNC(=O)c1ccco1)OC(C(=O)c1ccccc1)c1ccccc1 (stereo not given)	8%	14%	2%	0%	-4%	10%	4%	-1%	2%	2%
Cc1c(C(=O)N2CC(C)OC(C)C2)sc2nc(-c3ccccc3)cn12 (stereo not given)	2%	3%	-3%	x	-5%	x	u	u	0%	-1%
CNC(=S)N/N=C/c1cn(Cc2ccc(C)cc2)c2ccccc12	18%	31%	u	u	0%	-81%	17%	-5%	15%	-4%
Cc1ccccc1NS(=O)(=O)c1ccc(NC(=O)c2nc3ncccn3n2)cc1	2%	-2%	6%	0%	7%	6%	-1%	-2%	2%	-3%
C/C(=N/NC(=O)Cc1cc(=O)[nH][nH]1)c1ccc([N+](=O)[O-])cc1	u	-9%	5%	13%	-1%	8%	-17%	10%	4%	-7%
O=C(/C=C\c1ccc(-c2ccccc2)o1)c1ccccc1	u	13%	-26%	-9%	u	48%	u	6µM*	u	u
Cc1nc2c(ncn2-c2ccccc2)c(=O)n1NC(=O)CN1CCCC1	-1%	-21%	-1%	-1%	1%	3%	1%	0%	1%	-1%
COc1ccc(S(=O)(=O)N2CC(C(=O)O)Oc3ccc(CC(=O)O)cc32)cc1 (stereo not given)	-5%	-16%	-1%	1%	0%	3%	-8%	0%	1%	0%
CCCCn1c(N)c(N(CCOC)C(=O)C2CCN(S(=O)(=O)c3ccc(C)c(C)c3)CC2)c(=O)[nH]c1=O	x	x	x	-1%	-3%	-3%	-2%	4%	4%	1%
CCC1CCCCN1CCCNC(=O)CCNC(=O)Cn1cnc2ccccc2c1=O (stereo not given)	-4%	-12%	5%	-1%	-1%	-26%	1%	2%	-1%	0%
Cc1ccccc1NC(=O)CSc1n[nH]c(-c2ccccn2)n1	5%	x	x	-13%	6%	-41%	x	0%	-3%	-5%
Cc1nn(-c2ccccc2)c(N2CCCC2)c1/C=N/NC(=O)c1cc2ccccc2cc1O	18%	3.5µM*	3.5µM*	1%	-34%[inhibitor]	-67%	7%	7%	-4%	-10%
CN1C=C(C(F)(F)F)C=C/C1=C(\C#N)c1nnc2n1CCCCC2	10%	-5%	-3%	-11%	-1%	-3%	0%	1%	0%	-6%
OCCCc1cn(-c2ccccc2)c2ccccc12	8%	2%	-1%	3%	-5%	50%	0%	2%	-5%	-6%
CCn1cnnc1SCC(=O)NCC1COc2ccccc2O1 (stereo not given)	x	x	x	-6%	0%	-2%	-1%	x	-1%	-8%
CCOc1ccc2ccccc2c1/C=N/n1cncn1	u	15%	u	-1%	0%	6%	-13%	1%	-2%	-3%
COc1cccc(CN2CC(C(=O)NCCOc3ccccc3F)CCC2=O)c1 (stereo not given)	-10%	3%	10%	-15%	0%	0%	1%	-2%	-1%	1%
Cc1ccc(/C=N/Nc2nnc(Cl)c3ccccc23)cc1	-4%[11.5 µM]	3.2µM*	13µM*	-16%	u	60%	u	0.6µM*	2.3µM*	u
CCCCCC(=O)Nc1cccc(C2=NOC3(C2)C[C@@H](C(N)=O)N(C(=O)c2ccc(OC)cc2)C3)c1 (stereo not given in full)	-4%	5%	0%	18%	-2%	4%	-2%	-8%	4%	-6%
Cc1ccsc1C(=O)NN=C1CCCCCC1	3%	u	0%	5%	-4%	u	u	u	u	-1%
COc1ccc(Cl)cc1N1C(=O)CC(N2CCN(S(=O)(=O)c3ccccc3F)CC2)C1=O (stereo not given)	x	x	x	-16%	x	6%	-9%	x	0%	x
CCOC(=O)NC(=O)CSc1nnc(SCCC(=O)O)s1	-8%	3%	2%	-1%	5%	-15%	27%	3%	3%	6%
COc1ccc(-c2c(C)c3ccc(OCC(C)=O)cc3oc2=O)cc1	u	u	-13%	x	2.8µM*	x	19%	24µM*	-6%	2.2µM*
O=C(CCCN1C(=O)/C(=C\c2ccccc2)SC1=S)N1CCOCC1	x	x	x	u	x	-81%[inhibitor]	u	x	-2%	x

Random excerpt: 3 records from the list, in no set order.
SMILES	MBNL1-CUG inh	RORg inh	VP16 counter	uPA generation	NPC1 promoter act	BRCA1 expr up	p53 reactivation	FLuc counter	ELG1 genotoxic	Rab9 promoter act
O=C(CNC(=O)c1ccco1)OC(C(=O)c1ccccc1)c1ccccc1 (stereo not given)	8%	14%	2%	0%	-4%	10%	4%	-1%	2%	2%
COc1cccc(CN2CC(C(=O)NCCOc3ccccc3F)CCC2=O)c1 (stereo not given)	-10%	3%	10%	-15%	0%	0%	1%	-2%	-1%	1%
Cc1ccc(/C=N/Nc2nnc(Cl)c3ccccc23)cc1	-4%[11.5 µM]	3.2µM*	13µM*	-16%	u	60%	u	0.6µM*	2.3µM*	u

Of the compounds above, these have an NH in an aromatic ring.
SMILES	MBNL1-CUG inh	RORg inh	VP16 counter	uPA generation	NPC1 promoter act	BRCA1 expr up	p53 reactivation	FLuc counter	ELG1 genotoxic	Rab9 promoter act
C/C(=N/NC(=O)Cc1cc(=O)[nH][nH]1)c1ccc([N+](=O)[O-])cc1	u	-9%	5%	13%	-1%	8%	-17%	10%	4%	-7%
CCCCn1c(N)c(N(CCOC)C(=O)C2CCN(S(=O)(=O)c3ccc(C)c(C)c3)CC2)c(=O)[nH]c1=O	x	x	x	-1%	-3%	-3%	-2%	4%	4%	1%
Cc1ccccc1NC(=O)CSc1n[nH]c(-c2ccccn2)n1	5%	x	x	-13%	6%	-41%	x	0%	-3%	-5%

The list goes on:
SMILES	MBNL1-CUG inh	RORg inh	VP16 counter	uPA generation	NPC1 promoter act	BRCA1 expr up	p53 reactivation	FLuc counter	ELG1 genotoxic	Rab9 promoter act
CC(C)(C)OC(=O)N1CCCC(C(=O)Nc2ccc(C(=O)N3CCCCC3)cc2)C1 (stereo not given)	x	x	x	4%	x	6%	-3%	x	-2%	x
Cc1c(Br)c([N+](=O)[O-])nn1CCCC(=O)Nc1sc2c(c1C(N)=O)CCC(C)C2 (stereo not given)	x	u	-5%	1%	-2%	-44%	-4%	1%	-5%	-2%
CCOc1ccc(CCNC(=O)CN2C(=O)CCSc3ccccc32)cc1	-12%	-4%	-2%	1%	-5%	-21%	-5%	3%	0%	-3%
O=C(Nc1ccc(CN2CCS(=O)(=O)CC2)cc1)c1ccc(C(F)(F)F)cc1	-11%	u	-1%	-5%	-14%	-21%	0%	17µM*	8%	-26%
C=CCc1c(OC)ccc2c1c(S(=O)(=O)c1ccc(C)cc1)cn2COC	9%	10%	2%	7%	-1%	-26%	-8%	-1%	-2%	-7%
CCC(=O)Nc1ccc(S(=O)(=O)Nc2c(NC)c3ccccc3oc2=O)cc1	-3%	-3%	-18%	-7%	-2%	-31%	-13%	-1%	-2%[9.26 µM]	0%
COC(=O)c1ccccc1NC(=O)c1ccccc1OC	6%	-11%	-7%	-7%	-1%	-2%	0%	0%	-4%	-2%
O=C(COC(=O)/C=C/c1cccs1)Nc1ccc(Cl)cc1F	x	x	x	-2%	x	-10%	10%	x	-1%	x
O=C(NCCc1c[nH]c2ccc(Cl)cc12)c1ccc([N+](=O)[O-])cc1	1%	14%	-5%	0%	-5%	-5%	-2%	3%	-2%	2%
CCn1c(SCC(=O)NC2CCCC2)nnc1-c1ccoc1C	-9%	-17%	-11%	-1%	-4%	1%	3%	0%	2%	2%
Cc1nn(-c2ccccc2)c2c1C(c1ccc(Br)s1)C(C#N)=C(N)O2 (stereo not given)	7%	u	4%	-2%	1%	-36%	1%	u	2%	-16%
Cn1c(CN2CCOCC2)nc2cc(NC(=O)c3ccc(F)cc3)ccc21	-4%	18%	-3%	3%	-3%	-24%	24%	4%[2.3 µM]	-6%	-3%
O=S(=O)(NCCSc1ccc(Cl)cc1)c1ccc(F)cc1	-1%	-20%	u	4%	3%	-8%	9%	-1%	-1%	-1%
Cn1c(=N)c(S(=O)(=O)c2ccccc2)cc2c(=O)n3ccccc3nc21	u	-43%	3%	-5%	-2%	5%	12%	4%	3%	-4%
CCNC(=O)N1CCN(S(=O)(=O)c2ccc3c(c2)OCCCO3)CC1	x	x	x	-8%	5%	-3%	13%	x	0%	0%
CCCc1cc(=O)oc2cc(C)cc(OCC(=O)O)c12	7%	10%	6%	-3%	-4%	5%	4%	7%	1%	2%
CCC(CC)NC(=O)Cc1ccccc1[N+](=O)[O-]	10%	11%	-7%	4%	11%	-3%	3%	-1%	0%	3%
CC(=O)N(C)c1ccc(OCC(O)COc2ccc(N(C)C(C)=O)cc2)cc1	3%	-42%	u	-3%	5%	-10%	2%	u	u	-4%
COc1ccc(C2CC(c3cccs3)Nc3nnnn32)cc1 (stereo not given)	-5%	u	-3%	3%	-2%	-14%	-2%	0%	-1%	-5%
CCN(c1cccc(C)c1)S(=O)(=O)c1ccc2[nH]c(=O)c(=O)[nH]c2c1	5%	4%	-13%	x	1%	-33%	u	1%	-1%	-6%
CC(C)(C)N1CC23CCC(C[C@@H]2C1=O)O3 (stereo not given in full)	x	x	x	6%	-3%	3%	6%	-1%	-2%	-4%
